Compound activity: PubChem BioAssay, several laboratories
ssDAF-12 act: activates DAF-12 receptor from parasite S. stercoralis; AID 652126; activation, % at 6.8 µM; 370,000 tested, 1% active; HEK293 ssDAF-12/GRIP1 lit1-tk-luc reporter, luminescence; % of 3 µM dafachronic acid response;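 active means activation above the mean over all tested compounds plus 3 SD, cut at about 0.9% in these data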;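 further: 0% = DMSO-only wells and 100% = 3 µM delta7-dafachronic acid wells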
proKLK7 act: activators of human kallikrein-7 zymogen; P49862; purified proKLK7, EDANS-DABCYL substrate fluorescence; 100% is mature enzyme control, 0% vehicle; activation, % at 7 µM; 370,000 tested, 0.9% active; AID 652039;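 active means activation above the mean of all tested compounds plus 3 SD, computed per campaign excluding outliers beyond control limits, cut at about 13% in these data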
Target sequence (P49862 whole entry, looked up): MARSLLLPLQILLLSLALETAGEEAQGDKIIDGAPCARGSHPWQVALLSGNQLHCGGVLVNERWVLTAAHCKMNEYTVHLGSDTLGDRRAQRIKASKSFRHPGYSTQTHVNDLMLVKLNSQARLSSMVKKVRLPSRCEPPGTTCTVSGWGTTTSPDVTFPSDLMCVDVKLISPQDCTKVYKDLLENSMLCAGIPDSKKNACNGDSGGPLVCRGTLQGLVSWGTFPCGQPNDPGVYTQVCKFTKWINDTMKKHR
hcDAF-12 act: activators of H. contortus DAF-12 nuclear receptor; HEK293 hcDAF-12 lit1-tk-luc reporter, luminescence; 0% DMSO, 100% Δ7-dafachronic acid; activation, % at 6.8 µM; 370,000 tested, 1.4% active; AID 652067;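 active means activation above the mean of all tested compounds plus 3 SD, cut at about 5.5% in these data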;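 further: 100% = response to 3 µM Δ7-dafachronic acid high control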
FXN GAA850 act: frataxin GAA850 promoter activation; activation, % at 6 µM; AID 540364; HEK293 lucGAA850 FXN promoter luciferase reporter, 24 h; percent of 10 µM SAHA response; 360,000 tested, 0.56% active;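 active means activation above the average of all compounds screened plus 3 SD, cutoff fixed separately per campaign, cut at about 7.5% in these data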;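 further: 0% = DMSO wells and 100% = 10 µM SAHA wells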
SMARCA2 act: activators of SMARCA2 function | activation, % at 9.1 µM | MG213 cells, MMTV-luciferase reporter, dexamethasone, overnight | AID 652017 | 370,000 tested, 1% active; in the data active means activation above about 7.8%;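 further: 0% = vehicle wells and 100% = reference activator wells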
GC-B act: GC-B (human) receptor activation; HEK293-GC-B cells, CNP EC30, cGMP TR-FRET; 0% at EC30 CNP, 100% saturating CNP; activation, % at 10 µM; 370,000 tested, 0.11% active;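 active means activation at 10 µM reaching about 35% in either raw or pattern-adjusted values, limit read from the data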
DAX1 inh-1: blocks DAX1 repression of SF-1 activated StAR promoter | HEK293T StAR-luciferase reporter, SF-1/DAX-1 repression relief | inhibition, % at 6.8 µM | 370,000 tested, 1.1% active | AID 652010;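 active means inhibition above the mean over all tested compounds plus 3 SD, cut at about 3.6% in these data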;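 further: 0% = DAX-1 cells with DMSO and 100% = cells lacking DAX-1 with DMSO; higher inhibition means more luminescence from relief of DAX-1 repression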
NPR1 activator: GC-A (human) enzyme activation | AID 1671463 | activation, % at 10 µM | 370,000 tested, 0.14% active | HEK293 GC-A cells, cGMP TR-FRET, EC30 ANP; 0% at EC30 ANP, 100% saturating ANP | P16066; in the data active means activation above about 40%
HGIII-sPLA2 inh: Inhibits HGIII-sPLA2 liposome hydrolysis, primary screen; Q9NZ20; QFRET BODIPY PC-A2 liposome hydrolysis, fluorescence; inhibition, % at 12.2 µM; 370,000 tested, 0.56% active;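 active means inhibition above mean plus 3 SD of compounds lying within the high and low control bounds, cut at about 19% in these data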;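 further: 0% = median of test compound wells and 100% = no enzyme DMSO wells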
Target sequence (Q9NZ20 whole entry, looked up): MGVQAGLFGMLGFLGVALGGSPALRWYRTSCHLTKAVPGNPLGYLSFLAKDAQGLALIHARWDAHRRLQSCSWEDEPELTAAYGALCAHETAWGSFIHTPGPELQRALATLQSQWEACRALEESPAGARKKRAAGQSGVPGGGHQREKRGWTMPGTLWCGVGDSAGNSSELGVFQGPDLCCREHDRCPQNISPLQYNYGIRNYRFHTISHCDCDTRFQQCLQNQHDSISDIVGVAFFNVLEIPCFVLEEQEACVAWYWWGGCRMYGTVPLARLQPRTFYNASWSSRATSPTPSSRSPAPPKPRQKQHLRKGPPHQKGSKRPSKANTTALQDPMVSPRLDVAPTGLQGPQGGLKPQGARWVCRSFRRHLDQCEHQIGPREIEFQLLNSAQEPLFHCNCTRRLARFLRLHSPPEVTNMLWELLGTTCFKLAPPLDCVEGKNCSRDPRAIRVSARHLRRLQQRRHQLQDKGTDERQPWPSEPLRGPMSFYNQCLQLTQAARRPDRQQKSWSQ
DAX1 inh-2: inhibits human nuclear receptor DAX1; P51843; inhibition, % at 6.75 µM; 340,000 tested, 0.99% active; HEK293 Gal4-DAX1 luciferase reporter, luminescence; AID 504766;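 active means inhibition above the mean over all tested compounds plus 3 SD, cut at about 4.2% in these data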;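 further: 0% = DAX1-transfected cells with DMSO and 100% = empty-vector control cells with DMSO; inhibition shows as a rise in luminescence from relieved DAX1 repression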
Target sequence (P51843 207-470 limits assumed): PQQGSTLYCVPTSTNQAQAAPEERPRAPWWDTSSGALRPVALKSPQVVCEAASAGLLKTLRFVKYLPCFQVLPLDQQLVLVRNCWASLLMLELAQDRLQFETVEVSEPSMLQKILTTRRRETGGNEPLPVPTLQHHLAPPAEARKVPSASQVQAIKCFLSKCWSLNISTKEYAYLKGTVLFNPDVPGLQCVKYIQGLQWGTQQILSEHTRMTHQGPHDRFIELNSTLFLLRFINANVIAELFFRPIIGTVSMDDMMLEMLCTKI
hgDAF12 agonist: agonists of H. glycines DAF-12 nuclear receptor. AID 687014. 370,000 tested, 1.8% active. activation, % at 6.8 µM. HEK293 GAL4-hgDAF12 UAS-luciferase reporter, agonist luminescence; normalized to butyrate control;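 active means activation above a cutoff set at the mean of all screened compounds plus 3 SD, cut at about 10% in these data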;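 further: 0% = DMSO wells and 100% = sodium butyrate wells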
* hit, by the source's call; x = not tested or not shown.

Results follow in this order: DAX1 inh-2, proKLK7 act, ssDAF-12 act, DAX1 inh-1, FXN GAA850 act, hgDAF12 agonist, NPR1 activator, hcDAF-12 act, HGIII-sPLA2 inh, SMARCA2 act, GC-B act
O=C(O)CC1SC(=Nc2cccc(C(F)(F)F)c2)NC1=O (stereo not given)
  0.1, 0.7, -0.6, -0.1, -0.3, -0.7, 2, 0.9, 2, 1, 3
O=C(N/N=C/c1cccc2ccccc12)c1cc(C2CC2)[nH]n1
  0.2, -0.8, -1.2, 1.9, 4.3, 6.8, -1, -2.7, 0, 4, -3
CCCOc1ccc(-c2c(C(=O)N/N=C/c3ccccc3OCC)nnn2-c2nonc2N)cc1
  1.4, 0.1, -0.8, 0.0, 0.7, -1.4, 0, -0.8, 0, 2, 3
CCCCCC1CC(CC(=O)O)C(=O)O1 (stereo not given)
  1.2, -0.3, -1.2, -0.1, -0.7, -1.9, 1, -1.2, 10, -1, -4
Cc1nc(-c2ccc(O)c(O)c2)cs1
  1.3, 0.5, -0.8, -0.1, 6.0, 0.7, 9, 0.5, 2, -6, 9
CN(C)CCOC(=O)CC12CC3CC(C1)CC(CC(=O)OCCN(C)C)(C3)C2
  2.0, -0.6, -0.9, 0.8, 1.9, 0.0, 1, 0.9, -1, 1, 2
O=C(O)c1ccc(Nc2nc(-c3cccnc3)cs2)cc1O
  0.0, 0.3, -1.1, -0.5, 0.6, -0.4, -1, -1.3, -1, 1, 5
COC(=O)c1cc(C(=O)OCC(=O)NC2CCS(=O)(=O)C2)cc([N+](=O)[O-])c1 (stereo not given)
  -0.8, -0.8, -1.4, 0.0, 0.5, -4.5, 0, -1.5, 8, 0, 0
Cc1cc(C)cc(N2C(=O)CC(n3ccnc3)C2=O)c1 (stereo not given)
  0.1, -0.1, -0.9, -0.6, 1.4, 0.5, 1, -1.1, -3, 2, 1
COc1ccc(C(=O)O)cc1S(=O)(=O)Nc1ccc(Oc2ccccc2)cc1
  0.4, 0.8, -0.9, -0.2, -1.5, 1.6, 2, -1.3, -9, 0, 2
O=C(CCn1c(=O)oc2ccccc21)N1CCc2ccccc21
  3.6, -0.1, -0.8, 0.3, -2.3, 0.9, -4, -0.8, 1, -1, -1
Cc1ccc(C2NC(=S)NC3=C2C(=O)CC(C)(C)C3)cc1 (stereo not given)
  -1.0, -0.6, -0.3, -0.7, 2.0, -4.1, 1, -2.1, 13, -3, 0
Cc1ccc(CC(=O)Nc2ccncc2)cc1
  -3.1, -0.5, -1.5, -2.8, -2.2, -3.9, 5, -3.6, -2, -4, -1
C=CCn1c(SCc2cc([N+](=O)[O-])cc3c2OCOC3)nc2cc(C(=O)O)ccc2c1=O
  -0.3, 0.3, -1.8, 0.6, 1.6, 1.9, -2, -0.5, 1, -2, -6
O=S(=O)(Nc1cccc2ccccc12)c1cccs1
  1.2, -0.6, -1.1, -0.4, 0.8, -0.1, 2, 6.1*, -7, -1, -4
O=C(NCc1ccccc1)[C@H]1CCCN1
  x, -0.4, -1.4, 0.8, x, 0.2, -1, -0.6, 17, -5, -5
Cc1nn(-c2cccc(C(F)(F)F)c2)c(=O)c2ccccc12
  1.7, 0.0, -0.4, -0.3, 3.3, -0.7, 2, 2.1, -4, 2, 6
Nc1c2c(nc3sc4c(c13)CCCC4)CCCCCC2
  0.4, -0.7, -0.4, 0.4, 2.6, 2.7, 6, 0.3, 3, 1, 1
COc1ccc(C)cc1N(CC(=O)Nc1cccnc1)S(=O)(=O)c1ccc(C)cc1
  -0.6, 0.3, -2.0, 0.6, 4.5, -2.8, -23, -0.1, -1, -2, -12
CCc1nc(Nc2ccccc2OC)c2oc3ccccc3c2n1
  0.5, -2.6, -1.7, -0.7, 0.5, -0.6, -3, -3.4, -1, 3, 11
COc1cccc(C(=O)Nc2cc(NC(=O)c3ccco3)ccc2OC)c1
  -0.2, 0.2, -1.4, -1.5, -0.4, -0.4, 2, -2.8, 3, -3, -4
O=C1CC(=C2c3ccccc3-c3ccccc32)C(=O)N1CCN1CCN(c2ccccc2)CC1
  1.2, 0.0, -1.9, 0.2, -2.7, 0.8, 4, -0.2, -6, -1, -3
CCNC(=O)/C(=C/c1cccc([N+](=O)[O-])c1)NC(=O)c1ccc(C)cc1
  -0.7, -0.1, -1.3, 0.1, 1.1, -0.3, 6, 0.4, -2, 1, 0
CCCCC(CC(C)O)c1n[nH]c(=S)n1-c1ccccc1 (stereo not given)
  -0.2, -0.9, -0.3, -0.3, 0.6, 1.5, -1, -0.6, 18, -5, -1
COc1ccc(CCNC(=O)C2CC(c3ccc([N+](=O)[O-])cc3)=NO2)cc1 (stereo not given)
  0.2, 0.2, 0.2, -0.2, 2.7, 4.7, 2, -0.6, 5, 2, -2
CCOC(=O)c1c(C)[nH]c(C(=O)OCC(=O)Nc2ccccc2)c1C
  -0.3, -0.3, -1.7, -1.2, 1.8, -3.1, 0, -2.5, 0, -2, 0
CCOC(=O)CSc1nnc(CNc2nc(-c3ccccc3)cs2)n1C
  0.5, -0.3, -0.1, -0.4, 2.2, 1.2, 0, 3.2, -8, 2, 0
NC(=O)COC(=O)[C@@H]1CC(O)CN1S(=O)(=O)c1ccc2c(c1)OCCO2 (stereo not given in full)
  1.0, 0.6, -1.4, 0.8, 0.5, -3.6, 2, -1.2, 6, 1, 8
C=CCc1c(C)nc(SC)nc1Nc1ccc(C(C)=O)cc1
  -1.1, 1.3, -1.0, -0.7, 4.0, 0.0, -4, -1.0, -12, 5, -3
Cc1ccc2nc(-c3ccc(NC(=O)CSc4nccc(=O)[nH]4)cc3)sc2c1
  1.7, -40, 0.5, 2.2, 1.0, 14*, 10, 5.2, 2, 2, -1

Structures listed so far shown as hits in hcDAF-12 act:
compound | DAX1 inh-2 | proKLK7 act | ssDAF-12 act | DAX1 inh-1 | NPR1 activator | hcDAF-12 act | HGIII-sPLA2 inh | SMARCA2 act | GC-B act
O=S(=O)(Nc1cccc2ccccc12)c1cccs1 | 1.2 | -0.6 | -1.1 | -0.4 | 2 | 6.1* | -7 | -1 | -4

The list continues:
Results follow in this order: DAX1 inh-2, proKLK7 act, ssDAF-12 act, DAX1 inh-1, FXN GAA850 act, hgDAF12 agonist, NPR1 activator, hcDAF-12 act, HGIII-sPLA2 inh, SMARCA2 act, GC-B act
CC1(C)CC(=O)C(N=Nc2ccc(Br)cc2)=C(O)C1
  x, -0.3, -1.0, -0.4, -0.1, 1.5, -1, -0.2, 4, 8.3*, -4
CC(C)CC(N)c1csc(Nc2ccc(C(=O)c3ccccc3)cc2)n1 (stereo not given)
  x, 0.7, -1.0, -0.6, 0.2, -0.9, -6, -0.5, 9, -4, 0
COc1ccc(COC(=O)c2ccc(Br)c(S(=O)(=O)N3CCOCC3)c2)cc1F
  -0.3, 0.3, -1.1, -1.6, -1.7, 2.9, -1, -2.3, -13, -1, 1
NC(=O)c1oc2ccccc2c1NC(=O)C1COc2ccccc2O1 (stereo not given)
  0.1, -0.4, -1.9, 0.9, 5.2, 3.1, 0, -0.1, 3, 1, -2
O=c1ccn([C@@H]2O[C@H](CNCc3ccc(-n4cccn4)cc3)[C@@H](O)[C@H]2O)c(=O)[nH]1
  -0.4, 0.0, -1.5, 1.6, -1.5, 2.0, -1, -1.9, 0, 1, -3
CC1CCCC(NC(=O)CCC(=O)c2ccc(F)cc2)C1C (stereo not given)
  0.1, 0.3, -1.3, 0.1, 2.4, 1.0, 1, -2.6, -4, 0, 2
CC(=O)NC(CC(=O)NC12CC3CC(CC(C3)C1)C2)c1ccccc1 (stereo not given)
  1.5, -0.8, -0.9, 0.1, 2.3, 1.0, 4, 0.1, -1, -2, 3
O=[N+]([O-])c1nn(-c2ccc3c(c2)OCCO3)n(O)c1=NCc1ccc(F)cc1Cl
  1.6, 0.0, -0.2, 1.1, 9.8*, 5.5, 4, 4.7, -5, 4, -9
CCCCCCC(=O)c1c(C)[nH]c(C(=O)OCC)c1C
  1.4, -0.1, -1.2, 0.5, 4.8, 4.9, 4, 0.7, -6, 0, 2
CN(C)/C=N/c1sc2c(c1C#N)CCCC2
  0.5, -0.1, -1.0, 1.0, -0.9, 7.7, -1, 0.7, -2, 0, 2
CCOc1ccc(C2C(C(=O)c3ccco3)=C(O)C(=O)N2Cc2cccnc2)cc1 (stereo not given)
  -0.1, -0.2, -0.9, 0.0, 0.7, 3.6, 3, -1.3, 2, -3, -5
Cc1cccc2c1c1ccc3c(c1n2C)C(=O)C=CC3=O
  0.5, 0.6, -0.3, 0.3, -0.3, 2.9, -8, 3.0, 4, 0, 10
CN(C)c1ccc(C(=O)OCC(=O)Nc2cccc(S(=O)(=O)N3CCCC3)c2)cc1
  -0.7, -0.1, -1.9, -4.3, 1.5, 1.9, -3, -1.7, -25, 3, 4
CN(C)C(=O)c1ccc(-c2nnc(OCc3nc4ccccc4n3C)c3ccccc23)cc1
  1.6, -0.1, -0.8, 0.1, 2.1, -0.6, -4, -0.5, 5, 3, 0
O=C(CCSc1ccc(Cl)cc1)c1cccs1
  1.1, -0.8, -1.5, -0.2, -3.3, 1.9, 21, -0.8, 8, 2, -2
O=C(Cc1ccc(Cl)cc1)Nc1ccc(Br)cc1
  2.4, 0.2, -1.8, 0.4, 2.4, 1.7, 2, -0.9, 3, -3, -2
O=S(=O)(CCc1nc2ccccc2[nH]1)c1ccc(Cl)cc1
  0.5, -1.3, -1.3, -0.6, -0.1, 4.2, 0, 0.7, -3, 2, -2

Sorted by the number under hcDAF-12 act (rising): some entries from above.
Molecule | DAX1 inh-2 | proKLK7 act | ssDAF-12 act | DAX1 inh-1 | NPR1 activator | hcDAF-12 act | HGIII-sPLA2 inh | SMARCA2 act | GC-B act
CN(C)c1ccc(C(=O)OCC(=O)Nc2cccc(S(=O)(=O)N3CCCC3)c2)cc1 | -0.7 | -0.1 | -1.9 | -4.3 | -3 | -1.7 | -25 | 3 | 4
CCCCCCC(=O)c1c(C)[nH]c(C(=O)OCC)c1C | 1.4 | -0.1 | -1.2 | 0.5 | 4 | 0.7 | -6 | 0 | 2
O=[N+]([O-])c1nn(-c2ccc3c(c2)OCCO3)n(O)c1=NCc1ccc(F)cc1Cl | 1.6 | 0.0 | -0.2 | 1.1 | 4 | 4.7 | -5 | 4 | -9
